Rab9 promoter act: qHTS Assay for Rab9 Promoter Activators; Huh7 Rab9 promoter-luciferase reporter, luminescence, 24 h; Potency, µM (titrated, usually from 9.22 µM), for the others: at the top dose activation, negative = inhibition, hits mostly activators; hit rate 2.8% among 320,000; also: potency is read from the fitted curve at half-maximal effect; % of control where 0% means no effect; nearly all actives have a fitted effect of over 60% in size
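Rab9 promoter-driven luciferase in stably transfected Huh7 cells; 1500 cells/well rested 2 h, exposed to compound in DMSO for 24 h at 37 °C, 5% CO2. Luminescence read 10 min after adding luciferase reagent at ambient temperature.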
NPC1 prom act: qHTS Assay for NPC1 Promoter Activators; Potency, µM (doses to about 9.22 µM), without a hit: top-dose activation, usual class: activators; AID 485313, 2010; hit rate 2.4% among 320,000; Huh7 NPC1 promoter luciferase reporter, 24 h;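 also: potency is read from the fitted curve at half-maximal effect; % of control where 0% means no effect; nearly all actives have a fitted effect of over 60% in size; reporter is driven by a mutant NPC1 promoter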
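Luciferase expression driven by the NPC1 promoter was measured in stably transfected Huh7 cells after a 24 h compound incubation, using a luciferase reagent and a luminescence read.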
PKM2 activator: qHTS Assay for Activators of Human Muscle isoform 2 Pyruvate Kinase; hit rate 0.34% among 260,000; Pyruvate kinase PKM (Homo sapiens), P14618; Potency, µM (top dose mostly 57.5 µM), inactives show at the highest dose activation, hits mostly activators; purified PKM2, Kinase-Glo ATP luminescence, activation; response scale: 0% is enzyme alone, no compound; AID 1631, 2009; also: potency is read from the fitted curve at half-maximal effect; % is scaled to controls: 0 for no effect and ±100 for the full control effect; nearly all actives have a fitted effect of over 55% in size
Target sequence (P14618 whole entry, looked up, canonical isoform): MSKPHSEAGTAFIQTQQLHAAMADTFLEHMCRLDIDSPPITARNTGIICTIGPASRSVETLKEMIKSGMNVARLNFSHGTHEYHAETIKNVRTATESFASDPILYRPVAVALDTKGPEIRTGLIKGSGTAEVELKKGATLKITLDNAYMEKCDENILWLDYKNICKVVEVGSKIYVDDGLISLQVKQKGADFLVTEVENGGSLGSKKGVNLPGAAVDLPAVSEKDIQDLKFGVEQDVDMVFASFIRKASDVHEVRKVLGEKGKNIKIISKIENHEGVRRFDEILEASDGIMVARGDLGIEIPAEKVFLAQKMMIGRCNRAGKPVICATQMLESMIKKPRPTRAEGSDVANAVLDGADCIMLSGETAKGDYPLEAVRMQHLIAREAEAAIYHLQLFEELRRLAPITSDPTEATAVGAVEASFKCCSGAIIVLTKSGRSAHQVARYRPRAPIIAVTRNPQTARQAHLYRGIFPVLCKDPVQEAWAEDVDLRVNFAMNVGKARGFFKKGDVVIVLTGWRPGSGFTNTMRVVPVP
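hPK-M2, >95% pure; 0.1 mM ADP / 0.5 mM PEP final; imidazole pH7.2 buffer w/ 7 mM MgCl2, 50 mM KCl; 1 h RT; Kinase-Glo lum. Intermediate enzyme activity for dual inhibitor/activator qHTS.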
MBNL1 CUG block: qHTS Assay for Inhibitors of MBNL1-poly(CUG) RNA binding | Muscleblind-like protein 1 (Homo sapiens), Q9NR56 | TR-FRET MBNL1-His/biotin-(CUG)12 binding, 665/545 ratio | Potency, µM (series often up to 57.5 µM), for the others: at the top dose activity change, negative = inhibition, actives largely listed as inhibitors | hit rate 0.036% among 280,000; active = well fitted inhibition curve with a large enough effect in the signal ratio, with a control signal flat, not every such curve was filed as active; inconclusive = small, poorly fitted or top-dose-only effect, or effect the other way, or a change in a side signal; inactive = no such curve, though single readings can be large or run the other way; the % refers to the signal ratio; also: potency is read from the fitted curve at half-maximal effect; % is scaled to controls: 0 for no effect and ±100 for the full control effect
Target sequence (Q9NR56 whole entry, looked up): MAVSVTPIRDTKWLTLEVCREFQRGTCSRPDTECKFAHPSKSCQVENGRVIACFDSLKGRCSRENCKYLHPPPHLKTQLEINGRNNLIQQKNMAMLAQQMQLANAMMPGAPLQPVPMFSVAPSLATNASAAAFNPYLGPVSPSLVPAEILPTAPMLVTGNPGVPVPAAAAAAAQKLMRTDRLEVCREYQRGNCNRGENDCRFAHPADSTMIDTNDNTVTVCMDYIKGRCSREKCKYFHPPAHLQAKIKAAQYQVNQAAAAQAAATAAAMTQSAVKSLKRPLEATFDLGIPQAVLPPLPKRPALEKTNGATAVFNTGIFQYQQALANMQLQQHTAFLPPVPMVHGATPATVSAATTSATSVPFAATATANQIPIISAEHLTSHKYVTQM
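Ratiometric TR-FRET (665 over 545 nm, excitation 340 nm) tracks disruption of MBNL1-His/biotin-(CUG)12 complex after 60 min at room temperature, with compounds at 92 nM to 58 uM final.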
ELG1 DNA repair: qHTS screen for small molecules that inhibit ELG1-dependent DNA repair in human embryonic kidney (HEK293T) cells expressing luciferase-tagged ELG1 | HEK293T ELG1-luciferase reporter, luminescence, 16 h; DNA damage induced by 5-fluorouridine | hit rate 2.3% among 330,000 | Potency, µM (doses to about 46.1 µM), inactives show top-dose activity change, negative = inhibition, hits mostly inhibitors; also: potency is read from the fitted curve at half-maximal effect; % is scaled to controls: 0 for no effect and ±100 for the full control effect; nearly all actives have a fitted effect of over 55% in size
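Luminescence from the luciferase reporter, measured 30 min after ONE-Glo reagent at room temperature, was the read-out. Beforehand, 2,000 cells per well were exposed for 16 hr at 37 °C to 5-fluorouridine together with compound or vehicle.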
FLuc modulator: qHTS profiling assay for firefly luciferase inhibitor/activator using purifed enzyme and Km concentrations of substrates (counterscreen for miR-21 project). Luciferin 4-monooxygenase (Photinus pyralis), P08659. Potency, µM (titrated, usually from 57.5 µM), without a hit: at the highest dose activity change, negative = inhibition, most hits filed as inhibitors. hit rate 6.9% among 360,000. purified FLuc, Km substrates, luminescence inhibition;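 also: potency is read from the fitted curve at half-maximal effect; plate controls were vehicle for no effect and reference inhibitor for full effect; nearly all actives have a fitted effect of over 55% in size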
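Biochemical qHTS of compounds, final roughly 60 µM downward over six points, against 10 nM purified firefly luciferase using Km concentrations of substrates (10 uM D-luciferin, 10 uM ATP) in Tris acetate pH 7.5 buffer; luminescence output.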
KCNH2 3.1 inh: qHTS for Inhibitors of KCHN2 3.1: Mutant qHTS; Potassium voltage-gated channel subfamily H member 2, brain isoform KCNH2 3.1 (human); AID 720553, 2013; hit rate 0.95% among 340,000; activity change, % (tested at about 1.8 µM); U2OS KCNH2 3.1, thallium flux FluxOr; hits give low values;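 active = maximum activity change below -70%; inconclusive = maximum activity change from -70% to -50%; inactive = maximum activity change above -50%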;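 also: thallium influx rate constant from kinetic fluorescence after stimulation buffer; % is scaled to controls: 0 for no effect and ±100 for the full control effect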
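We transduce U2OS cells with the mutant 3.1 virus, culture them overnight, load FluxOr with Red40 quencher for 45 min, then add stimulation buffer and read kinetically for 2 min to derive a normalized rate constant.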
RORgamma inh: qHTS for inhibitors of ROR gamma transcriptional activity; hit rate 5.4% among 310,000; AID 2551, 2010; Drosophila S2 Gal4-RORgamma UAS-luciferase reporter, 20 h; Potency, µM (top dose mostly 53.6 µM), for inactives: at the highest dose activity change, negative = inhibition, hits mostly inhibitors; Nuclear receptor ROR-gamma (Mus musculus), P51450; also: potency is read from the fitted curve at half-maximal effect; % is scaled to controls: 0 for no effect and ±100 for the full control effect; nearly all actives have a fitted effect of over 60% in size
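Using a luciferase readout, inhibitors were identified by reduced reporter activity in Drosophila cells coexpressing a copper-inducible Gal4–ROR gamma fusion and UAS-driven Photinus luciferase, incubated 20 hr after 700 uM copper sulfate.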
Menin-MLL TR inh: qHTS Assay for Inhibitors Targeting the Menin-MLL Interaction in MLL Related Leukemias: Competition With Texas Red Labeled MLL-derived Mutant Peptide; Potency, µM (series often up to 61.6 µM), without a hit: at the highest dose FP activity change, negative = inhibition, actives largely listed as inhibitors; hit rate 0.23% among 270,000; Menin + Texas Red MLL mutant peptide, fluorescence polarization; active = well fitted inhibition curve with a large enough effect in the polarisation, with a control signal flat, not every such curve was filed as active; inconclusive = small, poorly fitted or top-dose-only effect, or effect the other way, or a change in a side signal; inactive = no such curve, though single readings can be large or run the other way; the % refers to the polarisation; also: potency is read from the fitted curve at half-maximal effect; % of control where 0% means no effect; many of its hits are not listed in these tables
Mito fusion yeast: qHTS Assay for Small Molecule Inhibitors of Mitochondrial Division or Activators of Mitochondrial Fusion | hit rate 0.23% among 320,000 | S. cerevisiae fusion-defective mutant growth rescue, CellTiterGlo 48 h | Potency, µM (highest dose often 46.1 µM), for the others: at the top dose growth rescue (activation), actives largely listed as activators;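 also: potency is read from the fitted curve at half-maximal effect; % of control where 0% means no effect; nearly all actives have a fitted effect of over 45% in size; temperature-sensitive fusion mutants such as fzo1-1 at 37 °C on non-fermentable ethanol glycerol medium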
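Compounds are tested for their ability to restore growth of mitochondrial fusion-defective yeast strains at non-permissive 37C in YPEG medium over 48 hours. Viability is quantified by luciferase luminescence.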
VP16 counter: VP16 counterscreen qHTS for inhibitors of ROR gamma transcriptional activity | Drosophila S2 Gal4-VP16 UAS-luciferase, luminescence, 20 h | Potency, µM (top dose mostly 53.6 µM), inactives show top-dose activity, negative = inhibition, actives largely listed as inhibitors | hit rate 3.5% among 310,000;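 also: Gal4-VP16 expression switched on by copper sulfate through the metallothionein promoter; potency is read from the fitted curve at half-maximal effect; % is scaled to controls: 0 for no effect and ±100 for the full control effect; nearly all actives have a fitted effect of over 50% in size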
Starred values were filed as active, the others as inactive; ? = inconclusive; / = no result given; & = joins results of further samples; [ ] = dose if it differs, or a comment. Unless noted, calls follow the shape of the dose curve; as a rule, active = well fitted curve in the direction sought with a large enough effect; inconclusive = small, poorly fitted or top-dose-only effect, or another doubt; inactive = no such curve, though single readings can be large; an effect the other way counts as inactive or inconclusive.

SMILES	Rab9 promoter act	NPC1 prom act	PKM2 activator	MBNL1 CUG block	ELG1 DNA repair	FLuc modulator	KCNH2 3.1 inh	RORgamma inh	Menin-MLL TR inh	Mito fusion yeast	VP16 counter
COc1ccc(NC(=O)C2CCCN(S(=O)(=O)c3c(C)[nH]c(=O)[nH]c3=O)C2)cc1Cl (stereo unspecified)	1%	0%	2%	-6%	2%	-12%&-13%	26	6%	11%	-4%	-5%
COc1cc(CN2CCNC(=O)C2CC(=O)NCc2csc(C(C)C)n2)cc(OC)c1 (stereo unspecified)	-8%	-5%	22%	8%	-5%	0%	-7	4%	-1%	3%	-14%
CCCC(=O)Nc1nc(-c2ccccc2)ns1	?	?	2%	-9%[11.5 µM]	?	17µM*	4	15%	31%[activator]	16%	2%
O=C(CC1C(=O)NCCN1Cc1ccc(-c2ccccc2)cc1)NCc1ccccc1 (stereo unspecified)	-11%	2%	15%	4%	-1%	3%	-6	?	?	18%	?
CC(C)(C)c1nnc(N/N=C/c2ccc(Br)cc2)n(N)c1=O	21%	14%	-1%	6%	14%	?	?	2.8µM*	8%	0%	2.8µM*
COc1ccccc1NC(=O)c1cnc(SCC(=O)NCC2CCCO2)n(C)c1=O (stereo unspecified)	-1%	-2%	/	/	-13%	5.4µM*	-18	/	/	-10%	/
CSc1ccccc1Nc1ncnc(N)n1	-1%	-1%	4%	4%	18%	7%	-24	6%	/	1%	-8%
COc1cc2c(cc1OC)C1O[C@](CCCCN3C(=O)c4ccccc4C3=O)(C2)Oc2c1c(=O)oc1ccc(F)cc21	-1%[1.84 µM]	-1%[1.84 µM]	0%[11.5 µM]	-4%[11.5 µM]	/	3%[11.5 µM]	/	-7%[10 µM]	?	1%[9.22 µM]	0%[10 µM]
COc1cccc(NC(=O)Nc2cccn(Cc3ccccc3)c2=O)c1	0%	3%	-2%	-11%	-24%	17µM*	7	?	?	-1%	-2%
CCS(=O)(=O)CCSc1nc2ccccc2s1	6%	-3%	-2%	0%	29%	-8%	-4	4%	-10%	8%	24%
CCCOc1cccc(C2/C(=C(/O)c3ccc(F)cc3)C(=O)C(=O)N2CCN(C)C)c1 (stereo unspecified)	-11%	-3%	-4%	16%	3%	2%	2	1%	-5%	9%	1%
c1cc(-c2nnc3n2CCCCC3)ccn1	6%	1%	1%	-9%	5%	1%	-32	44%	0%	0%	-1%
FC(F)(F)c1ccc(Cl)c(-n2c(-c3ccco3)n[nH]c2=S)c1	11%	1%	/	4%	4%	4%	-6	?	-3%	5%	?
Cc1ccc(OCC(=O)NNC(=O)Cc2ccc(S(=O)(=O)N3CCOCC3)s2)cc1	16%	5%	/	/	3%	-2%	-5	/	/	5%	/
CC(C)CNC(=O)CSc1nnc(-c2ccccn2)n1Cc1ccccc1	0%	-6%	0%	6%	?	0%	-18	?	?	4%	-1%
COC(=O)[C@@H]1C[C@@H]2CC[C@@H](O)C[C@@H]2N1Cc1ccccc1OS(=O)(=O)c1ccc(C)cc1	5%	-4%	-4%&-1%	4%	-1%	-1%	2	20%&28%	-1%	10%	10%&8%
CCC(=O)Oc1cccc(C(=O)Nc2ccc(-c3nnc(-c4ccco4)o3)cc2)c1	?	?	-13%	13%	?	-14%	9	?	4%[11.7 µM]	-6%	1%
Nc1ccc(SCCN2C(=O)c3ccccc3C2=O)cc1	13%	3%	3%	18%	?	?	-10	32%	33%[activator]	11%	?
CCOC(=O)CC1C(=O)NCCN1C(=S)NC(=O)c1ccccc1OC (stereo unspecified)	-1%	-3%	0%	-3%	-2%	2%	6	-20%	/	0%	-4%
CCOC(=O)C1(C/C(C)=N/NC(N)=O)CC(C)(C)OC1=O (stereo unspecified)	0%	-3%	5%	-6%	-1%	4%	-1	-8%	0%	-6%	1%
Cc1nn(C)c(C(=O)NC(=S)Nc2ccc([N+](=O)[O-])cc2)c1Cl	-4%	10%	0%	?	-23%	-7%	8	/	6%	-4%	/
CCC(C(=O)N/N=C(\C)c1cccnc1)c1ccccc1 (stereo unspecified)	-4%	0%	/	-1%	?	3%	15	-18%	/	-4%	-2%
COc1ccc(NC(C)=O)cc1NC(C)c1nc2sc(C)c(C)c2c(=O)[nH]1 (stereo unspecified)	1%	0%	0%	10%	21µM*	-9%	-20	10µM*	-2%	14%	-3%
CCCCNC(=O)c1sc2nc(C)cc(COC)c2c1-n1cccc1	0%	-2%	0%	10%	?	-1%	-21	4%	?	10%	-1%
COc1ccc(N(CC(=O)Nc2ccc(C(N)=O)cc2)S(=O)(=O)c2ccc(C)c([N+](=O)[O-])c2)cc1	3%	0%	5%	8%	-17%	-1%	6	-3%	?	-5%	?

(further entries)
SMILES	Rab9 promoter act	NPC1 prom act	PKM2 activator	MBNL1 CUG block	ELG1 DNA repair	FLuc modulator	KCNH2 3.1 inh	RORgamma inh	Menin-MLL TR inh	Mito fusion yeast	VP16 counter
Cc1c(C(=O)N2CCN(CCc3ccccc3)CC2)oc2ccccc12	5%	8%	-2%	-2%	-16%	-1%[2.3 µM]	-35	-14%	-14%	22%	0%
COC(=O)c1ccc(/C=N/NC(=O)CC(=O)NCc2cccnc2)cc1	2%	0%	/	25%	-1%	2%	6	-22%	-5%	9%	-5%
CC(=O)Nc1cccc(NC(=O)COC(=O)CO/N=C(\C)c2ccc3c(c2)OCO3)c1	5%	-2%	-4%	-8%	14%	-12%	9	0%	-2%	-1%	-17%
Cc1ccc(C)n1-n1cnc2sc3c(c2c1=O)CCC3	0%	-5%	0%	17%	1%	2%	14	-2%	-1%	8%	-5%
Cc1ccc(NC(=O)COC(=O)CCc2c[nH]c3ccccc23)c(C)c1	1%	-1%	/	/	0%	-1%	-3	/	/	10%	/
OC(CN1CCCCC1)Cn1c2ccc(Cl)cc2c2cc(Cl)ccc21 (stereo unspecified)	3%	-12%	/	-12%	?	-4%	-30	?	-27%	-69%[inhibitor]	?
Cc1nn2c(N)csc2nc1=O	-6%	-2%	1%	12%	3%	0%	/	-16%	-4%	-5%	-2%
COC(=O)c1cc(C(=O)OC)n(Cc2ccc(F)cc2)n1	-4%	0%	-5%	-5%	19%	-2%	3	-7%	-5%	0%	6%
Cc1[nH]nc2c1-c1nc3ccccc3nc1C(C)(C)C2	-13%	-4%	1%	22%	9.2µM*	2%	2	4µM*	0%	-1%	3.2µM*
Cc1ccccc1NC(=O)c1ccc2c(c1)OCCO2	?	?	-4%	-6%	?	1%[2.3 µM]	5	5%	-2%	-1%	0%
CCOC(=O)C[n+]1ccc2c([nH]c3ccccc32)c1C	3%	-2%	3%	?	?	-1%	-6	-36%	-18%	0%	-1%
CCC(C)c1ccccc1NC(=O)COc1ccc(-c2nnco2)cc1 (stereo unspecified)	1%	0%	/	/	15%	4%	-17	/	/	4%	/
NC(=O)COc1ccc(C(=O)NCC2(N3CCOCC3)CCCCC2)cc1	-1%	-2%	/	/	23%	3%	12	/	/	-6%	/
COc1ccccc1-c1ccc(/C=C2/C=C(C)OC2=O)o1	1%	-2%	13µM*	33%	9%	?	0	19%	2%	3%	?
COc1cc2c(cc1NC(=O)CN(C)Cc1ccc(OC)c(OC)c1)oc1ccccc12	-13%	-20%	5%	-9%	15µM*	-12%	0	?	25%	14µM*	-9%
Cc1nc(SCC(=O)N(CC(C)C)C2CCS(=O)(=O)C2)c(C#N)c(C)c1C (stereo unspecified)	8%	-5%	/	/	29%	1%	24	/	/	7%	/
O=C(COC(=O)/C=C/c1ccc(C(F)(F)F)cc1)NCc1ccco1	-2%	-7%	-5%	3%	-7%	-24%	2	-2%	/	1%	-2%
CCc1c(C)nc(N2CCN(c3ccc(F)cc3)CC2)[nH]c1=O	7%	-4%	0%	0%	2%	1%	-3	?	-2%	2%	-5%

Source: PubChem BioAssay

These rows are one share of the data, so the mix of outcomes need not match the whole.
